High-throughput results (PubChem)
NR2E3 ag-1: activates human photoreceptor nuclear receptor NR2E3. inhibition of corepressor binding, % at 4.78 µM. GST-NR2E3/biotin-RetCOR TR-FRET, 1536-well. 320,000 compounds, 0.12% hits. AID 2300. Q9Y5X4;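 active = percent inhibition above the cutoff of mean plus 3 SD of all tested compounds, set per screening campaign, cut at about 20% in these data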;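 also: 0% = DMSO wells and 100% = biotin wells as full block of FRET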
Target sequence (Q9Y5X4 whole entry, looked up): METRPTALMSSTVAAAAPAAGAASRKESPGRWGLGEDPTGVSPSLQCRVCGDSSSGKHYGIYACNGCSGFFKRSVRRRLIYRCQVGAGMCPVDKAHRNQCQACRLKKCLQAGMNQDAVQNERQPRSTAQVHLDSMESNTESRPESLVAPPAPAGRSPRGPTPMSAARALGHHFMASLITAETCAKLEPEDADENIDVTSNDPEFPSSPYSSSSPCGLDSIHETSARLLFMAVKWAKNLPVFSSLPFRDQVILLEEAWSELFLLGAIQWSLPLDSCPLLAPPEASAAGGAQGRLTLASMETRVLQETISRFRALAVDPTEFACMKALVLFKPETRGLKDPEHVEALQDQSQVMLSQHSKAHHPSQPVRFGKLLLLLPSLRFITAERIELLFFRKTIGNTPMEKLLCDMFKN
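Material: NR2E3–RetCOR corepressor complex / Incubation: Compound–protein incubation for 5 h at 4 °C / Dosing: compound at 4.8 µM, single dose / Detection: time-resolved FRET / Benchmarks: high control biotin, low control 0.6% DMSO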
aDG glyco act: increases alpha dystroglycan glycosylation. Pro5-aDG cells, alpha-DG glycosylation AlphaScreen (IIH6); 0% Pro5, 100% B10-LARGE cell signal. activation, % at 10 µM. 360,000 compounds, 0.22% hits. AID 624168;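 active = activation of at least 8% versus controls, or a plate z-score of at least 8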;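 also: Pro5 are CHO cells carrying HIG-tagged alpha-DG that lacks glycosylation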
NR2E3 ag-2: activates human NR2E3 receptor; AID 602229; inhibition of corepressor binding, % at 3.98 µM; 360,000 compounds, 0.35% hits; CHO-S Gal4-NCOR/VP16-NR2E3 two-hybrid, luciferase; Q9Y5X4;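 active = inhibition above the mean of all tested compounds plus 3 SD, cut at about 70% in these data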;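 also: 0% = DMSO with NR2E3 transfected cells and 100% = cells lacking NR2E3 construct; higher means lower luciferase signal from less NR2E3 corepressor binding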
Vif imaging: HIV Vif inhibition; HEK293T cells, Vif self-association by quenched fluorescence, imaging, 24 h; 340,000 compounds, 0.35% hits; inhibition, % at 7.49 µM; in the data active = inhibition above about 50%, passing the limit was not always enough; inconclusive = no clear call, values can overlap the other calls; inactive = below about 31%; also: some results filed as inactive read as strong as hits
hiPSC survival: hiPSC single-cell survival enhancement. ATPlite luminescence; 100% = ROCK inhibitor wells, 0% = DMSO. survival enhancement, % at 20 µM. 360,000 compounds, 0.044% hits; in the data active = survival enhancement above about 18%;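 also: cells exposed to compounds for 16 hours before the ATP read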
HIF-2a block: blocks HIF-2a reporter activity | 786-0 RCC cells HIF-2a reporter, luciferase luminescence, overnight | 360,000 compounds, 0.72% hits | inhibition, % at 18.8 µM;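 active = inhibition of the luminescence signal of 40% or more relative to plate controls, in a single-dose primary screen at 18.75 µM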
MITF TRPM1 inh: inhibitors of MITF-driven TRPM1 promoter in melanoma cells | inhibition, % at 12.5 µM | SK-MEL-5 TRPM1 promoter luciferase, 24 h | 330,000 compounds, 0.83% hits;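 active = mean inhibition across replicates of 60% or more, whatever share of single replicates reaches that level; inconclusive = some that reach 60%, reason not given; inactive = mean inhibition across replicates below 60%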; also: values of inactives mirror those of a sister screen read the other way
CaV13 ICDI inh: Disruptors of the CACNA1D IQ motif to Ca2+-dependent inactivation inhibitor domain association, primary screening, Förster resonance energy transfer in intact living …. HEK cells, CFP/YFP FRET ICDI-IQ, plate reader, 10 min; percent FRET-ratio fall versus neutral wells. inhibition, % at 12.3 µM. 340,000 compounds, 0.098% hits;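 active = mean replicate inhibition of at least 30% and at least 1% of replicates passing that level; inconclusive = only one of the two criteria is met; inactive = neither criterion is met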;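 also: 0% = median of the neutral control wells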
PDI turbidity: PDI (human) enzyme inhibition | PDI insulin aggregation turbidity, A650, 90 min | inhibition, % at 10 µM | 350,000 compounds, 0.052% hits | AID 588391;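 active = mean inhibition across replicates of 30% or more, whatever share of single replicates reach that level; inconclusive = mean inhibition below 30% while every single replicate reaches 30%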;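 also: absorbance from insulin aggregation driven by PDI reduction with DTT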
Target sequence (P07237 whole entry, looked up): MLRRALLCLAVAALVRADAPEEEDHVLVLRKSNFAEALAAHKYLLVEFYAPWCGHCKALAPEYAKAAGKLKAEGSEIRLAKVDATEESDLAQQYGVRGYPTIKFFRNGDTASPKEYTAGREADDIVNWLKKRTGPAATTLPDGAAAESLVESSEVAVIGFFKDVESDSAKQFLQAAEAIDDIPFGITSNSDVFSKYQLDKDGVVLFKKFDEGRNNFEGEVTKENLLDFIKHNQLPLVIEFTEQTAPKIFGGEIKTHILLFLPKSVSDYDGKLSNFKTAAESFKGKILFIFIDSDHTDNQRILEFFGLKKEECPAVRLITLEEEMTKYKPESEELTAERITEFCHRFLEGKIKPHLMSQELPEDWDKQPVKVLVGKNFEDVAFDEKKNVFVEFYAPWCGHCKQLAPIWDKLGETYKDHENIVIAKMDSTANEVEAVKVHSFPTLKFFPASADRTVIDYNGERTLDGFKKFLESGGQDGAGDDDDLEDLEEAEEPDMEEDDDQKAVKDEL
Peg3 prom inh: Peg3 promoter activity inhibition | inhibition, % at 20 µM | HeLa PEG-Prom luciferase reporter, luminescence, overnight | 360,000 compounds, 1.7% hits;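 active = inhibition of at least 50% at 20 µM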
Granule exo inh: blocks lytic granule exocytosis. TALL-104 LAMP-1 surface exposure, flow cytometry; cells stimulated with thapsigargin and PMA. inhibition, % at 10 µM. 360,000 compounds, 0.66% hits;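 active = inhibition above about 55%, limit read from the data; inconclusive = no clear call, values can overlap the other calls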
* = called active by the depositor; ? = inconclusive; . = no result given. An unsorted share of the library. Share with any hit: about 3.5%.

SMILES	NR2E3 ag-1	aDG glyco act	NR2E3 ag-2	Vif imaging	hiPSC survival	HIF-2a block	MITF TRPM1 inh	CaV13 ICDI inh	PDI turbidity	Peg3 prom inh	Granule exo inh
COCCN(C(=S)Nc1ccc(C)cc1C)C(C)c1ccco1 (stereo unspecified)	-1	0.0	-10	8	-0.5	-7	-12	-6	1	-15	3
Fc1ccc(Cn2nnc(-c3ccc(CN4CCOCC4)cc3)n2)cc1	0	0.2	-3	-25	0.2	-39	-7	-4	5	-24	-1
C=CCN1C(=O)C(CC(=O)Nc2ccccc2)S/C1=N/c1nccs1 (stereo unspecified)	2	0.1	2	-7	0.0	4	-1	-3	7	-20	-13
COc1ccc(OC)c(-n2c(-c3cc(-c4ccco4)[nH]n3)n[nH]c2=S)c1	-1	0.0	9	-3	0.8	19	3	-2	5	12	-1
Cc1noc(C)c1NC(=O)N(C)C[C@H]1OCc2cn(nn2)CCCC(=O)N([C@@H](C)CO)C[C@@H]1C	.	-0.1	-61	0	0.1	5	.	-10	8	1	-6
O=C(OCCCN1CCOCC1)c1ccc(O)c(O)c1	-1	0.6	5	4	0.2	-68	-22	-3	-9	-34	0
CC(C)NC(=O)Cn1cnc2c1c(=O)n(C)c(=O)n2C	1	-0.1	0	8	-2.6	13	5	-5	5	1	2
COc1ccc(S(=O)(=O)N(C)CC(=O)NCc2cccnc2)cc1	0	-0.2	-14	14	3.9	6	-7	-4	-5	19	-1
CCOC(=O)C(NCc1ccc(F)cc1)(NC(=O)c1ccccc1)C(F)(F)F (stereo unspecified)	2	2.2	-51	.	-0.7	11	6	-5	17	14	-1
O=C(Nc1cccc2nsnc12)c1ccc(F)cc1	5	-0.3	4	-12	0.0	-64	3	-1	1	-64	4
Cc1ccc(C)n1-c1ccc(C#N)cn1	4	0.0	28	3	-0.4	11	-2	9	0	-3	2
CCN(CC(=O)Nc1c(F)cccc1F)C(=O)CNC(=O)COc1ccccc1	2	0.1	25	15	-0.4	1	-6	-5	1	-16	-17
COc1ccc(S(=O)(=O)N(CC(=O)NCc2ccncc2)c2ccc(C)cc2)cc1Br	3	0.1	-36	5	0.2	4	-6	-2	-17	1	26
CCCCN(C(=O)c1cccc(S(=O)(=O)N2CCCCC2)c1)C1CCS(=O)(=O)C1 (stereo unspecified)	2	0.2	2	2	-0.4	-3	-4	-3	8	-7	0
Cc1nc2c(cc1NC(=O)C(C)(C)C)nc(C)n2Cc1ccccc1	-2	-0.2	-25	-14	1.5	21	-1	-20	0	5	0
Cn1c(CSCc2ccc(Cl)cc2)nnc1SCC(=O)Nc1nccs1	1	1.1	25	-13	2.1	21	13	-3	-13	28	2
CN(Cc1nc2ccccc2c(=O)[nH]1)CC(O)COCc1ccco1 (stereo unspecified)	-2	0.2	-2	2	1.8	3	4	-6	3	11	-2
CN(Cc1ccccc1Br)C(=O)CSc1nnnn1C1CC1	1	0.0	12	8	1.9	-6	.	-5	2	-11	2
Cc1cc(C)n(CCCNC(=O)c2ccc(C)o2)n1	3	0.4	2	6	0.3	0	9	-5	2	7	3
O=C(c1ccc(CS(=O)c2cccc(Cl)c2)o1)N1CCCCCC1 (stereo unspecified)	1	0.0	13	6	-0.4	-24	1	-7	3	-7	4
CCOC(=O)/C=c1/s/c(=C\c2c(OC)ccc3ccccc23)c(=O)n1CC(=O)NCC1CCCO1 (stereo unspecified)	.	-0.5	-26	22	-1.2	7	26	-43	9	11	5
CCOc1ccc(/C=C/C(=O)NC2CCCCC2)cc1	-1	0.0	-50	-1	0.0	-162	-31	-21	-3	-125	-7
C/C(=C\c1ccc(Cl)cc1)C(=O)c1c(C)cc(C)[nH]c1=O	1	0.1	21	-5	-0.1	30	7	-21	6	5	3
C=CCn1c(COc2ccccc2)nnc1SC(C)C(=O)N/N=C/c1cc(Cl)ccc1O (stereo unspecified)	3	1.0	-27	6	8.5	11	?	.	3	60*	-2
Cn1cc(CNC(=O)c2cc(-c3ccc(Br)cc3)nc3ccccc23)cn1	5	0.3	-12	-7	-0.6	-54	-24	11	-8	-25	-1
COc1cc(NS(=O)(=O)c2ccc(NC(=O)c3ccc(S(=O)(=O)N4CCCCC4)cc3)cc2)ncn1	4	-0.4	13	-1	1.2	14	2	-6	-4	4	0
CCOC(=O)[C@@H]1[C@H]2COc3ccccc3[C@@H]2N2C(=O)N(c3ccc(F)cc3)C(=O)[C@]12C	4	0.5	-5	8	2.5	6	-1	-10	-6	6	11
CCCn1cnc2cc(NCc3ccccc3O)ccc21	-3	0.0	-24	-9	-0.7	-92	-29	-4	-13	-83	-4
COc1ccccc1NC(=O)NNC(=O)c1ccc2ccccc2c1O	.	-0.1	-13	-9	3.0	7	-1	-6	-26	5	-1
CCOC(=O)CSc1nnc([C@H](Cc2ccccc2)NC(=O)OC(C)(C)C)o1	4	-0.2	-11	2	-0.4	18	-1	-3	-5	8	-4
CC1=C(C(N)=O)C(c2ccc3c(c2)OCO3)n2nc(-c3cccc(C)c3)nc2N1 (stereo unspecified)	-3	-0.2	-5	?	0.0	7	-14	-5	0	-12	-9
Cc1csc(NC(=O)c2cc3c(s2)-c2ccccc2OC3)n1	3	0.0	-98	-29	-1.0	-185	-12	-6	-8	-183	-2
CCCc1nnc(NC(=O)CCC(=O)N2CCC(C)CC2)s1	-1	-0.4	9	1	-0.6	-2	-6	-3	-4	17	-4
Cn1ccnc1SCC(=O)Nc1cccc(S(=O)(=O)N2CCCCC2)c1	3	-0.5	2	1	-1.3	16	-7	-5	-8	8	0
Cc1nc2ccc(S(=O)(=O)CCC(=O)NCCc3ccccc3)cc2s1	.	0.0	3	0	-0.7	8	.	-4	.	4	1
CC1CCC(C(C)C)C(OC(=O)Cn2c(-c3ccc(F)cc3)[n+](C)c3ccccc32)C1 (stereo unspecified)	-1	-0.1	-20	6	-2.1	-6	80*	-3	2	62*	23
CC(C(=O)c1ccccc1)n1c(N2CCOCC2)nc2c1c(=O)n(C)c(=O)n2C (stereo unspecified)	1	0.1	-15	.	2.9	11	-4	-1	-7	-3	0
Nc1cnccc1C(=O)O	4	-0.2	-18	9	-0.8	7	-9	-32	-5	4	16
O=C(Nc1cccc2ccccc12)NC1CCCCC1O (stereo unspecified)	2	0.1	-28	-8	1.0	-1	5	-5	-4	-9	2
CCN(CC(=O)NC1CCS(=O)(=O)C1)S(=O)(=O)c1ccc(Br)cc1 (stereo unspecified)	.	-0.2	1	3	-2.6	3	-12	-2	3	-3	-6
CCN(CC)Cc1c(C(=O)N/N=C/c2cccc3ccccc23)nnn1-c1nonc1N	1	0.0	-10	5	0.6	13	-1	-2	8	10	-17
CCCN(Cc1cc2cccc(C)c2[nH]c1=O)S(C)(=O)=O	3	-0.3	-2	9	3.5	6	10	-8	-8	10	-1
COc1ccc(-n2c(=O)c3ccccc3n(CC(=O)c3ccccc3)c2=O)cc1OC	2	-0.1	-16	27	-0.4	11	-5	-7	-2	16	1
COC(=O)[C@@]12CCCN1[C@H](c1ccc(-c3ccc(C(C)=O)cc3)c(OC)c1)[C@H]1C(=O)N(C)C(=O)[C@H]12	-2	-0.1	-16	6	-0.9	10	-18	-11	-3	0	0
COc1cc(OC)cc(C(C)=O)c1	0	-0.1	-13	-3	0.4	-22	-5	-10	3	-23	-1
Cc1ccc2c(CC(=O)N3CCOCC3)coc2c1	0	0.1	-7	-3	3.8	-14	7	-5	0	9	-2
O=C(Nc1nnc(C(F)(F)F)s1)c1ccc(N2C(=O)C3C4C=CC(C4)C3C2=O)cc1 (stereo unspecified)	7	-0.3	-53	-7	-0.2	-34	2	.	1	-26	4
COc1ccc(OC)c(C(=O)c2c(C)oc3cc([N+](=O)[O-])c(O)c([N+](=O)[O-])c23)c1	-2	0.1	-4	3	2.6	0	-2	-5	4	0	1

The final five records of the section before open the next one:
SMILES	NR2E3 ag-1	aDG glyco act	NR2E3 ag-2	Vif imaging	hiPSC survival	HIF-2a block	MITF TRPM1 inh	CaV13 ICDI inh	PDI turbidity	Peg3 prom inh	Granule exo inh
COC(=O)[C@@]12CCCN1[C@H](c1ccc(-c3ccc(C(C)=O)cc3)c(OC)c1)[C@H]1C(=O)N(C)C(=O)[C@H]12	-2	-0.1	-16	6	-0.9	10	-18	-11	-3	0	0
COc1cc(OC)cc(C(C)=O)c1	0	-0.1	-13	-3	0.4	-22	-5	-10	3	-23	-1
Cc1ccc2c(CC(=O)N3CCOCC3)coc2c1	0	0.1	-7	-3	3.8	-14	7	-5	0	9	-2
O=C(Nc1nnc(C(F)(F)F)s1)c1ccc(N2C(=O)C3C4C=CC(C4)C3C2=O)cc1 (stereo unspecified)	7	-0.3	-53	-7	-0.2	-34	2	.	1	-26	4
COc1ccc(OC)c(C(=O)c2c(C)oc3cc([N+](=O)[O-])c(O)c([N+](=O)[O-])c23)c1	-2	0.1	-4	3	2.6	0	-2	-5	4	0	1
COC(=O)c1cc(NC(=O)CN(C)Cc2ccccc2)cc(C(=O)OC)c1	0	0.3	-9	3	1.3	11	5	-3	5	4	-1
COc1ccc(OC)c(S(=O)(=O)N2CCC(C(=O)Nc3cccc(C)c3)CC2)c1	4	0.0	-14	-1	-1.2	11	8	-9	7	12	4
C/C(=N\OC(=O)c1ccccc1)c1c(C)nc2cc(C)ccn12	4	0.1	22	20	-0.5	16	-9	-4	6	18	-2
COc1cc(Cl)cc(NC(=O)CCN2CCN(C)CC2)c1	1	0.0	2	13	-0.2	7	12	-6	8	20	2
CCCCn1c(SCC(=O)Nc2ccc(C)c(S(=O)(=O)N3CCOCC3)c2)nnc1C(CC)N(C)C (stereo unspecified)	2	0.3	-9	1	-0.5	15	-6	-5	32*	-9	-1
CCC(CC)=NNc1ccc([N+](=O)[O-])cc1[N+](=O)[O-]	-2	0.1	10	-2	-0.7	19	19	-14	-14	5	-4
Cc1ccc(S(=O)(=O)N2CCCC2)cc1C(=O)NCCN1CCOCC1	-1	-0.1	-7	.	0.6	9	-3	-6	-5	4	-1
O=C(c1cc2cc(F)ccc2[nH]1)N(Cc1cccnc1)CC1CCCN(C2CCCCC2)C1 (stereo unspecified)	1	-0.2	-14	15	-0.5	-1	8	-7	7	-2	0
CCC1CN(C(=O)NCc2ccc(F)cc2)c2ccccc2O1 (stereo unspecified)	.	0.3	-18	5	0.2	7	-1	-3	20	6	-1
O=S(=O)(Nc1nc2ccccc2s1)c1ccc(Cl)nc1	0	0.3	-15	-3	-0.6	4	2	-5	-4	7	5
Cc1c2cnn(-c3ccccc3)c(=O)c2c(C)n1CCCC(=O)N1CCN(C)CC1	0	0.1	-27	-3	-1.2	-43	.	-7	.	-30	2
CC(C)Nc1nc(NNc2nc(Cl)nc(NC(C)(C)C)n2)nc(NC(C)C)n1	3	0.1	-35	0	-0.1	18	.	-4	-4	11	-3
